H9c2 TAG inh – reduces triacylglycerol accumulation in H9c2 cells; Nile Red lipid (TAG) fluorescence; cells loaded with 200 µM oleic acid; inhibition, % at 12.5 µM; 230,000 compounds, 0.66% hits; AID 651582;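 active = pattern-corrected inhibition of lipid staining of at least 50% with the nuclear-stain viability signal not falling by more than 50%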;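 note: 0% = DMSO wells and 100% = triacsin C control wells; some results filed as inactive read as strong as hits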
H9c2 TAG inh DAPI viability – also measured in H9c2 TAG inh; calls as there; DAPI nuclei signal change (viability), lower = more cytotoxic, %;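 whole-well DAPI fluorescence read on a plate reader as a viability signal; minus 50 percent equals half of cells still viable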
The depositor's hits bear a star. A portion of the library; rates above refer to the full screens.

No.	smiles	H9c2 TAG inh DAPI viability	H9c2 TAG inh
1	CC(NC(=O)NC(=O)c1cccc([N+](=O)[O-])c1)C1CC1 (stereo not given)	4	0
2	O=C(N/N=C/C=C/c1ccccc1)c1ccccc1Br	-5	-25
3	CC(C)Oc1cccc(C(=O)C2CCCN(C(=O)c3noc4c3CCCC4)C2)c1 (stereo not given)	-1	-9
4	CC(C)(C)NC(=O)c1ccc(NC(=O)c2ccccc2-c2ccccc2C(=O)O)cc1	-7	18
5	CC1(C(=O)OCC(=O)Nc2ccccc2)CC1(Cl)Cl (stereo not given)	-2	0
6	O=C(O)CSc1nc(-c2ccccc2)nc2c1CCCC2	1	3
7	Cc1ccccc1NC(=O)c1ccc(CN2CC(=O)N3CCCCC3C2=O)cc1 (stereo not given)	-10	12
8	Brc1ccc(N=Nc2ccc3ccccc3n2)cc1	3	-26
9	CCOC(=O)c1ccc(NC(=O)NNC(=O)CCc2ccc(OC)cc2)cc1	0	-11
10	COc1ccccc1-c1cc(NC=O)c2ncc(-c3ccc(S(C)(=O)=O)cc3)n2c1	-3	29
11	Cc1cc(C)cc(-n2ncc3c2CCCC3NC(=O)CCN2Cc3ccccc3C2=O)c1 (stereo not given)	-10	9
12	COc1cc(C)nn1-c1ccc(Cl)cc1	8	4
13	CCCC(=O)C1=C(O)C(C(=O)OC)C(C)(C)CC1=NCCc1ccccc1 (stereo not given)	-7	12
14	CC(=O)c1cccc(NC(=O)C2CCN(S(=O)(=O)c3c(C)n[nH]c3C)CC2)c1	13	-4
15	COc1ccccc1S(=O)(=O)Cc1ccc(C(=O)NCc2cccnc2)o1	7	-23
16	O=C(NCCCN1CCOCC1)c1coc2ccccc2c1=O	2	-4
17	CC1=C(C(=O)OC(C)C)C(/C=C/c2ccccc2)NC(=O)N1 (stereo not given)	-4	8
18	CC1CCCCN1C(=O)NC1CC(=O)N(c2ccc3c(c2)OCCO3)C1 (stereo not given)	-2	-2
19	Cc1ccc(NC(=O)c2cc(S(=O)(=O)N3CCOCC3)cn2C)cc1F	-7	-3
20	COc1ccc(C(CC(=O)N2CCOCC2)C(C)C)cc1 (stereo not given)	5	-20
21	Cc1ccc(C2C(C(=O)c3cc4ccccc4o3)=C(O)C(=O)N2CCN2CCOCC2)o1 (stereo not given)	-4	-11
22	O=C(c1ccc(F)cc1)N1CCN(c2ccc([N+](=O)[O-])c(N3CCOCC3)c2)CC1	-11	4
23	O=C(Cc1ccccc1F)NNC(=O)c1ccncc1	5	-11
24	Cc1nnc(SCC(=O)N/N=C/c2cn(-c3ccccc3)nc2-c2ccc(F)cc2)n1-c1ccccc1	-1	4
25	O=C(Cc1ccc(S(=O)(=O)N2CCOCC2)s1)N1CCN(c2cccc(C(F)(F)F)c2)CC1	-7	3
26	CCc1cc2c(=O)nc3n(c2s1)Cc1ccccc1/C3=C(/O)c1ccccc1Cl	0	-6
27	Cc1nc(SCC(=O)Nn2c(-c3ccccc3)nc3ccccc3c2=O)n[nH]1	-12	-10
28	COc1ccc(NC(=O)N(C)C[C@@H]2Oc3ccc(NC(=O)NC(C)C)cc3CC(=O)N([C@H](C)CO)C[C@@H]2C)cc1	-1	-3
29	COC(=O)c1ccc(OC(=O)C2CSC3(C)CCC(=O)N23)cc1 (stereo not given)	9	-1
30	CC1CCC2(CC1)NC(=O)N(NC(=O)c1cccs1)C2=O (stereo not given)	-1	14

2 compounds picked at random from those above:
No.	smiles	H9c2 TAG inh DAPI viability	H9c2 TAG inh
20	COc1ccc(C(CC(=O)N2CCOCC2)C(C)C)cc1 (stereo not given)	5	-20
5	CC1(C(=O)OCC(=O)Nc2ccccc2)CC1(Cl)Cl (stereo not given)	-2	0

Continued.
No.	smiles	H9c2 TAG inh DAPI viability	H9c2 TAG inh
31	CCNC(=O)CC1C(=O)N(C)C(=S)N1NC(=O)c1ccc(Cl)cc1 (stereo not given)	0	5
32	CCOC(=O)N1CCC(NC(=O)c2cc(C(=O)Nc3ccc(S(=O)(=O)N4CCOCC4)cc3)ccc2CO)CC1	-9	9
33	O=C(Cn1c(NCCCO)nc2ccccc21)c1cccs1	2	1
34	CCNc1nc(NC(C)C)nc(N(C#N)C(C)C(=O)N(C)C)n1 (stereo not given)	9	-25
35	CCOc1ccc(C(=O)Nc2cccc(C)n2)cc1	-13	-12
36	CCCCNC(=O)C1(C)CCCCN1C(=O)c1cc(OC)ccc1Br (stereo not given)	-7	5
37	CCn1ccnc1CN(C)C(=O)c1cc(COc2ccc(OC)c3ccccc23)on1	8	7
38	COc1ccc(-c2cc3ccccc3n2CC(O)CNC(CO)(CO)CO)cc1 (stereo not given)	-10	14
39	Cc1cccc(C)c1NC(=O)CCCCCNS(=O)(=O)c1ccccc1	1	6
40	NC(=O)CSc1nnc(-c2cc(-c3cccs3)nc3ccccc23)o1	17	11
41	Cc1nc(N2CCCCC2)nc(N2CCCCC2)c1C=O	16	2
42	O=[N+]([O-])c1cc(Cl)cc(/C=N/Nc2nc3ccccc3s2)c1O	-8	23
43	COc1ccc(OC)c(NC(=S)NN2CCOCC2)c1	-11	8
44	O=C(CCCN1CCC(O)(c2cccc(C(F)(F)F)c2)CC1)c1ccc(F)cc1	1	7
45	CN(C(=O)c1cc2ccccc2oc1=O)C1(C)CCS(=O)(=O)C1 (stereo not given)	-2	-5
46	CCC(=O)C1CCCN(C(=O)c2ccc3nc(-c4cccc(OC)c4)oc3c2)C1 (stereo not given)	4	13
47	CS(=O)(=O)N1CCC(C(=O)Nc2c(F)cccc2F)CC1	-10	8
48	COCCn1c(N)c(N(Cc2ccccc2)C(=O)c2oc3ccccc3c2C)c(=O)[nH]c1=O	-3	7
49	Cc1cc(Cl)c(S(=O)(=O)NC2CCCC2)cc1OCC(=O)NC1CCCCC1	-11	-7
50	Cc1ccc(NC(=O)CSc2nc(C)c(C)c(C)n2)cc1S(=O)(=O)N1CCOCC1	9	-17
51	CSCCCNC(=O)c1ccc(OC2CCN(CCc3ccccc3)CC2)cc1	5	1
52	CCOC(=O)C1CCN(C(=O)COC(=O)c2ccc(=O)n(Cc3ccccc3)n2)CC1	4	9
53	Nc1cccn2c(-c3ccc(Cl)cc3)cnc12	8	1
54	CCOC(=O)CCNC(=O)c1ccccc1Br	-11	7
55	Cc1ccc(C(=O)C(=O)c2ccc(C)c(N)c2)cc1N	-1	1
56	C=CCOCCN(C)C1=NS(=O)(=O)c2ccccc21	2	-8
57	O=C(COC(=O)CCC(=O)c1ccc(F)cc1)Nc1ccc(F)cc1F	4	-7
58	O=C(Cn1c(=O)[nH]n(-c2ccccc2)c1=O)N1CCCc2ccccc21	-11	4
59	COc1ccc(C(=O)NC2CC(C)(C)NC(C)(C)C2)cc1OC	-7	10
60	CCc1c(O)nc(SCC(=O)Nc2cc(C)on2)n(-c2ccccc2)c1=O	-8	1
61	C=CCOC(=O)C1=C[C@@H](c2ccccc2)[C@H](CCCO)[C@@H](OCC)O1	8	-4
62	O=C(NCCc1ccc(C(F)(F)F)cc1)C1CC(=O)N(c2ccc3c(c2)OCCO3)C1 (stereo not given)	-6	-3
63	O=c1c(Cc2ccc(Cl)cc2)c(O)ccn1Cc1cccc(Cl)c1	-5	-6
64	CC[C@H](C)NC(=O)CCCCCn1c(=S)[nH]c2c([nH]c3ccc(OC)cc32)c1=O	-3	8
65	CCCS(=O)(=O)NC(=O)C1(C)CCN(C(=O)c2ccccc2OC(F)(F)F)C1 (stereo not given)	14	-8
66	CCc1nc2ccc(C(=O)Nc3cc(-c4ccccc4)ccc3OC)cn2c1N(C=O)CCC(C)C	0	4
67	O=C(N/N=C/c1cccs1)c1ccc2ccccc2c1	-10	6
68	CC(C)C[C@H](NC(=O)c1[nH]cnc1C(=O)N[C@@H](C)c1ccccc1)C(=O)OC(C)(C)C	-1	-19
69	CC(OC(=O)c1ccc(S(=O)(=O)NCc2ccco2)cc1)C(=O)Nc1ccc(Cl)cn1 (stereo not given)	-5	-5
70	CSc1nnc(NC(=O)C2CCCCC2)s1	-3	-5
71	Cn1nc(CC(=O)Nc2ccc3c(c2)CCC3)c2ccccc2c1=O	-8	-91
72	O=C(NCC1OCCc2ccccc21)c1cc(COc2ccc(F)cc2Cl)on1 (stereo not given)	-16	-7
73	O=S(=O)(Nc1cccc(S(=O)(=O)N2CCCCCC2)c1)c1ccccc1	0	0
74	Cc1onc(-c2ccccc2)c1NC(=O)N(CCC#N)Cc1ccccc1	5	-7
75	COc1ccc(/C=C2\SC(=O)N(CCc3nnc(N)s3)C2=O)cc1	-3	8
76	Cc1ccc(S(=O)(=O)N/N=C/c2c(C)nn(-c3ccccc3)c2C)cc1	-7	3
77	O=C(COC(=O)/C=C/c1cccc(C(F)(F)F)c1)NC(=O)NCc1ccccc1	6	19
78	O=C(CSc1nnc(CNC(=O)C23CC4CC(CC(C4)C2)C3)n1-c1ccc(F)cc1)Nc1ccccc1	5	0
79	O=C(CSc1ccccc1C(=O)O)NCC1CCCCC1	11	-2
80	CC(=O)Nc1cc2nn(-c3ccccc3)nc2cc1Cl	12	-7
81	O=S(Cc1ccc(Cl)cc1)c1ccccc1 (stereo not given)	4	-6
82	Cc1ccc(NC(=O)C2CCCN2C(=O)Oc2ccccc2)cc1 (stereo not given)	1	3
83	O=C(CN1CCc2ccccc2C1)Nc1ccccc1Cl	4	-7
84	COc1ccc(C(=O)/C=C/c2cc(OC)c(O)c(OC)c2)c(F)c1	-1	0
85	C[N+](C)(C)CCCC(=O)c1ccc2c(c1)OCO2	-1	-3
86	O=C(OC(C(=O)NC1CCCC1)c1ccncc1)C1=Cc2ccccc2OC1 (stereo not given)	11	-10
87	O=C(O)c1cccc(NC(=S)NC(NC(=O)c2ccccc2[N+](=O)[O-])C(Cl)(Cl)Cl)c1 (stereo not given)	-4	4
88	COC(=O)[C@H](C)NC(=O)NCCC1=CCCCC1	-3	-10
89	Cc1ccc(S(=O)(=O)NC(=O)N2CCCN(Cc3ccc(F)cc3)CC2)cc1	-3	4
90	O=C(NCC(c1cccnc1)N1CCOCC1)c1cccs1 (stereo not given)	-3	12

Next section; the last two above are carried over.
No.	smiles	H9c2 TAG inh DAPI viability	H9c2 TAG inh
89	Cc1ccc(S(=O)(=O)NC(=O)N2CCCN(Cc3ccc(F)cc3)CC2)cc1	-3	4
90	O=C(NCC(c1cccnc1)N1CCOCC1)c1cccs1 (stereo not given)	-3	12
91	COc1ccc(CC(=O)NCc2ccccc2F)cc1S(=O)(=O)N1CCOCC1	23	2
92	COc1cc(OC)c(NC(=O)CCNC(=O)Cn2ccc3ccccc3c2=O)cc1Cl	-4	2
93	COc1ccccc1N1CCN(Cc2nc3ccsc3c(=O)[nH]2)CC1	-15	13
94	CCOc1ccc(NC(=O)CN(C)C(=O)CCNC(=O)c2ccccc2Cl)cc1OCC	1	-10
95	COc1ccccc1NC(=O)C(=O)Nc1ccc2c(c1)N(C(=O)C1CC1)CCC2	5	1
96	CCCCNC(=O)CSc1nc2cc3c(cc2c(=O)n1CCCC(=O)NCCc1ccc(OC)c(OC)c1)OCO3	1	-10
97	COC(=O)Cc1cc(=O)n2[nH]c(C)c(-c3ccccc3)c2n1	-2	-3
98	CC(C)NC(=O)c1ccc(NC(=O)CC2SC(N3CCCCC3)=NC2=O)cc1 (stereo not given)	0	-13
99	O=C(Cn1cnc([N+](=O)[O-])n1)N/N=C/c1cccc2ccccc12	0	-5
100	COc1ccc(-c2cccc(NS(=O)(=O)c3cc([N+](=O)[O-])ccc3C)c2)nn1	-1	-1
101	CCCCNC(=O)c1ccc(NS(=O)(=O)c2ccc3[nH]c(=O)[nH]c3c2)cc1	7	-6
102	CCC(C)(C)NC(=O)C(c1cccn1C)N(C(=O)Cn1nnc2ccccc21)c1ccc(OC)cc1 (stereo not given)	3	-4
103	CCCN1Cc2cccc(C(=O)N3CCN(c4ccc(F)cc4)CC3)c2C1=O	13	-1
104	CCNc1ncnc2c1cnn2C1CCCCO1 (stereo not given)	4	-7
105	CC(C)C(NS(=O)(=O)c1cccc2nsnc12)C(=O)NCc1ccc2c(c1)OCO2 (stereo not given)	-13	5

Of the compounds above, these contain bromine:
No.	smiles	H9c2 TAG inh DAPI viability	H9c2 TAG inh
2	O=C(N/N=C/C=C/c1ccccc1)c1ccccc1Br	-5	-25
8	Brc1ccc(N=Nc2ccc3ccccc3n2)cc1	3	-26
36	CCCCNC(=O)C1(C)CCCCN1C(=O)c1cc(OC)ccc1Br (stereo not given)	-7	5
54	CCOC(=O)CCNC(=O)c1ccccc1Br	-11	7

Continued:
No.	smiles	H9c2 TAG inh DAPI viability	H9c2 TAG inh
106	CC(NC(=S)N1CCN(c2ccccc2)CC1)c1ccccc1 (stereo not given)	2	-19
107	Cc1ccc(-c2sc(-c3cccnc3)nc2CC(=O)O)cc1	1	-8
108	COc1ccc(-c2csc3ncnc(N4CCN(S(=O)(=O)c5ccc(Cl)s5)CC4)c23)cc1	2	14
109	CC(C)CNC(=O)Nc1ccc(F)c(Cl)c1	-18	-1
110	Cc1cc2nc3n(c2cc1C)CC1CC(C(=O)NCCc2cccs2)N(C)C31 (stereo not given)	-4	-5
111	Cc1nc2ccccn2c1C(=O)NC1CCCCC1	-4	25
112	CC(C)OCCCNC(=O)c1ccc(NC(=O)C2CCCO2)cc1 (stereo not given)	-3	8
113	O=C(c1ccc2c3c(cccc13)CC2)C1CCCN(C(=O)c2ccc[n+]([O-])c2)C1 (stereo not given)	16	-5
114	CC(=O)c1ccc(NC(=O)CNc2cc(S(=O)(=O)N3CCOCC3)ccc2N2CCCC2)cc1	-5	0
115	Cc1nnc(SCc2nnc(-c3cccs3)o2)n1Cc1ccccc1	-10	11
116	Cc1c(NP(=O)(c2ccc(Br)cc2)c2ccc(Br)cc2)c(=O)n(-c2ccccc2)n1C	-3	5
117	NC(=O)C1CCN(Cc2nc3cc(Cl)ccc3c(=O)[nH]2)CC1	1	12
118	CCOC(=O)C1(CC2CC2)CCN(C(=O)c2cc(OC)nc3ccccc23)CC1	-11	-23
119	COc1ccc(Br)cc1[C@H]1[C@@H]2C=CCC[C@@]2(C)C(=O)N1Cc1ccccc1	-5	-20
